N370S GC = inhibitors or activators of N370S glucocerebrosidase for Gaucher disease; P04062; actives 0.092% (n = 330,000); N370S GC spleen homogenate, 4MU-glucoside fluorescence; AID 2101; Potency, µM (series often up to 59.4 µM), inactives show at the highest dose activity change, negative = inhibition, usual class: inhibitors;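 note: 0% = full enzyme activity and -100% = no enzyme basal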
TDP1 inh = blocks human tyrosyl-DNA phosphodiesterase 1. recombinant TDP1, AlphaScreen DNA substrate cleavage. Potency, µM (top dose mostly 130 µM), for inactives: at the highest dose activity change, negative = inhibition, most hits filed as inhibitors. actives 0.28% (n = 350,000). AID 485290; note: nearly all actives have a fitted effect of over 40% in size
Target sequence (Q9NUW8 whole entry, looked up): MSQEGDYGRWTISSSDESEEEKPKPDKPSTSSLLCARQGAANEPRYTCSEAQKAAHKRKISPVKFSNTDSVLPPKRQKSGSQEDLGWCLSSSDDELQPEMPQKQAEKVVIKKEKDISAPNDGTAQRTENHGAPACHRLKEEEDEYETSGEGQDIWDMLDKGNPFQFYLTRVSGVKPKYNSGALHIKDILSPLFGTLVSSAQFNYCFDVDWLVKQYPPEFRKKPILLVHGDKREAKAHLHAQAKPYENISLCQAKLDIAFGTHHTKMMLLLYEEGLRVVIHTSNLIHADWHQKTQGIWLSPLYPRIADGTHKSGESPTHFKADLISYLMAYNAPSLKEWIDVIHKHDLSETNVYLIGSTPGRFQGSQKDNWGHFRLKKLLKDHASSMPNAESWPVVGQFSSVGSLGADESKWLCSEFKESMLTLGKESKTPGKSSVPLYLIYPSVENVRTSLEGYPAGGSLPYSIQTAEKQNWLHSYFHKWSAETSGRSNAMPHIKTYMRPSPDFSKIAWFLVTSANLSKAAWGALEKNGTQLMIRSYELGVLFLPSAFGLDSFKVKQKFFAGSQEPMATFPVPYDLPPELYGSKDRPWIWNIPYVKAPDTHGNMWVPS
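Recombinant human Tdp1 (E. coli-expressed, 1 nM final) preincubated with compounds 15 min at room temperature, then 5'-biotin/3'-phosphotyrosine-FITC DNA substrate (15 nM final) added for 5 min. AlphaScreen beads (10 ug/ml final) added 10 min; cleavage lowers signal.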
FEN1 inh = inhibitors of human flap endonuclease 1; actives 0.35% (n = 390,000); P39748; Potency, µM (series often up to 114 µM), inactives show at the highest dose activity change, negative = inhibition, most hits filed as inhibitors; Recombinant FEN1 flap cleavage, fluorescence, 15 min; AID 588795; note: nearly all actives have a fitted effect of over 65% in size
Target sequence (P39748 whole entry, looked up): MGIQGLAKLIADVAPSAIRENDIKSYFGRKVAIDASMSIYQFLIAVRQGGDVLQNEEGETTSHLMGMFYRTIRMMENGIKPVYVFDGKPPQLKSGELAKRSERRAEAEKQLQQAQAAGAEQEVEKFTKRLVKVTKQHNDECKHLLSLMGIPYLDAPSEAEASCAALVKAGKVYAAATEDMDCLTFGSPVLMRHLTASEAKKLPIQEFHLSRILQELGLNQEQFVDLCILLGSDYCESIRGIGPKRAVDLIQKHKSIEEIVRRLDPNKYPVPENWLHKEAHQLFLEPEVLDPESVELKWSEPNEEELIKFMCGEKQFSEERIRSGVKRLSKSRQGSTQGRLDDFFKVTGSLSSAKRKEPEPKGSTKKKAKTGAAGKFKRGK
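Recombinant FEN1 (10 nM) was preincubated with pin-transferred compounds for 15 min at room temperature, then flap DNA substrate (50 nM final) was added. Plates were read at 0 and 15 min, and normalized concentration–response data were fitted to a four-parameter Hill equation.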
* = called active by the depositor; ? = inconclusive; . = not tested or not shown; & = joins results of further samples; [ ] = remark or other dose. Calls come from the whole dose curve; as a rule, active = well fitted curve in the direction sought with a large enough effect; inconclusive = small, poorly fitted or top-dose-only effect, or another doubt; inactive = no such curve, though single readings can be large; an effect the other way counts as inactive or inconclusive. Unless noted, % is set by controls: 0 for no effect and ±100 for the full control effect; potency is the fitted concentration of half-maximal effect.

SMILES	N370S GC	TDP1 inh	FEN1 inh
COc1cccc(CNC(=O)CSCc2cnn(-c3ccccc3)c2-n2cccc2)c1OC	-3%	8%	-8%
Cc1noc(NS(=O)(=O)c2ccc(NC(=O)CSc3nnc4c(n3)[nH]c3ccccc34)cc2)c1C	-10%	-1%	-1%
COc1ccc(C(C)(C)C)cc1NC(=O)c1[nH]c(C)c(C(C)=O)c1C	-2%	9%	-9%
CCOc1ccc(C(=O)NC2CCN(S(=O)(=O)c3ccccc3)CC2)cc1	-11%	1%	0%
Cc1ccccc1OCCNC(=O)c1ccc2ccccc2n1	17%	-6%	-21%
CCCCOC(=O)Nc1cccc(C(C)=O)c1	14%	0%	2%
Cc1ccc(C2C(=O)c3ccccc3C2=O)cc1	1%	.	-1%
CC(=O)N1CCN(C(=O)CSc2nnc(C)n2-c2ccccc2)CC1	-1%	.	5%
Cc1ccc(NCc2nnc(SCC(N)=O)n2CCc2ccccc2)cc1	1%	8%	.
COc1ccc(-c2cc(=O)n3[nH]cnc3n2)cc1	.	5%	-4%
CCN(C(=O)CO/N=C/c1ccc(OC)cc1OC)c1c(N)n(Cc2ccccc2)c(=O)[nH]c1=O	.	-1%[56.1 µM]	-10%
COc1ccc(OC)c(NS(=O)(=O)c2ccc3c(c2)n(C)c(=O)n3C)c1	4%	11%	3%
COc1ccc(NC(=O)c2cc(C)cc(C)c2)cc1S(=O)(=O)N1CCCCC1	.	0%	17%
Cc1ccc(C(=O)OCC(=O)N2CCNC2=O)c(C)c1	1%	-5%	13%
CCOC(=O)c1sc2ncc([N+](=O)[O-])cc2c1N	-20%	7%	-7%
COc1ccc(CNC(=O)CSc2n[nH]c(-c3ccc(OC)cc3)n2)cc1	.	-3%	-4%
CC(=O)Nc1ccc(NC(=O)COc2ccc(S(=O)(=O)N3CCCC3)cc2)cc1	-1%	.	-1%
CCOc1ccc(NC(=O)C2CCCN(S(=O)(=O)c3ccc4c(c3)CC(C)N4C(C)=O)C2)cc1 (stereo not given)	0%	1%	-11%
COc1cc([C@@H]2c3cc4c(cc3[C@@H](O[C@@H]3O[C@H]5CO[C@@H](C)O[C@@H]5[C@@H](O)[C@H]3O)[C@@H]3COC(=O)[C@@H]23)OCO4)cc(OC)c1O	16%	-5%	.
Cc1cccc(N(C)C(=O)CS(=O)(=O)c2cccc3nsnc23)c1	.	8%	-5%
Cc1c([C@H]2[C@@H](CC#N)C2(C)C)c2ccccc2n1C	-7%	12%	-15%
Cc1ccc2oc(-c3ccc(C)c(NC(=O)c4ccc(-c5ccccc5[N+](=O)[O-])o4)c3)nc2c1	.	1%	17%
Cc1cc(NC(=O)c2noc3c2CCCCC3)nn1Cc1ccc(Cl)cc1	2%	0%	-7%
O=S(=O)(c1cnc[nH]1)N1CCN(c2ccc(F)cc2)CC1	-3%	7%	-4%
CCOC(=O)c1ccc2c(c1)nc(COc1ccc(OC)cc1)n2CC	21%	3%	-7%
COC(=O)CN1C(=S)N(c2ccc(F)cc2)C(=O)C1CC(=O)Nc1ccc(F)cc1 (stereo not given)	-11%	4%	-10%
CN(C)CCNC(=S)Nc1ccccc1C(C)(C)C	-7%	-3%	4%
O=c1[nH]c(SCc2cccc(Cl)c2)nc2c1CCC2	.	9%	11%
CC(Oc1ccccc1F)C(=O)NN (stereo not given)	-12%	0%	-3%
CCOc1ccc(-c2nc(CCl)cs2)cc1	-5%	-5%	4%
CC(=O)N1CCCc2cc(S(=O)(=O)N3CCCC(C(=O)Nc4ccc(C)cc4C)C3)ccc21 (stereo not given)	-12%	2%&8%	-8%&-4%
COc1ccc(OC)c(/C=C/C(=O)OCC(=O)Nc2nnc(-c3ccccc3)o2)c1	.	1%	10%
CCCn1c(=O)c(C(=O)NCCCc2ccccc2)c(O)c2ccccc21	3%	-13%	-12%
COc1ccccc1CNc1ncnc2c1nc1n2CCCC1	.	4%	19%
O=C(Nc1ccc(F)cc1)/C(=C1/CCCCCN1)[N+](=O)[O-]	-3%	3%	16%
COc1cc(CN(C(=O)c2ccccc2[N+](=O)[O-])c2ccccn2)cc(OC)c1OC	.	7%	0%
CCN(CC#CCC(O)(c1ccccc1)c1ccccc1)C(C)C	15%	0%	1%
Cc1cc2c(cc1Cl)N(C(=O)Nc1ccnc3ccccc13)CC2	-5%	9%[56.1 µM]	?
Cc1ccc(Nc2ccc(C(=O)N3CCCC3)cn2)c(C)c1	.	-6%	-16%
N#C/C(=C/c1cccc(C(F)(F)F)c1)c1nc(CCN2C(=O)c3ccccc3C2=O)cs1	?	4%	-2%
C=CCn1c(SCC(=O)O)nnc1-c1cccs1	4%	-5%	-1%
CCc1cccc(C)c1N(C(=O)Cn1c(COC)nc2ccccc21)C(C)COC (stereo not given)	?	7%	-15%
CCOC(=O)CSc1nnc(-c2cccc(Br)c2)o1	-7%	0%	-6%
C=C(C)c1cccc(C(C)(C)NC(=O)NCC2CCCO2)c1 (stereo not given)	-1%	-1%	-1%
CCc1nnc(NC(=O)CSc2nccn2-c2cc(C)cc(C)c2)s1	-3%	5%	15%
COc1ccc(CCNc2oc(COc3ccccc3)nc2C#N)cc1	5%	5%	?
CC(=O)Nc1ccc(S(=O)(=O)NCc2ccc3c(c2)CCN3C(C)=O)cc1	.	5%	16%
Cc1ccc(-n2nc(C)cc2NC(=O)c2ccc(C)s2)cc1	-4%	4%	6%
Cc1cccc(Cc2nnc(CCC(=O)N(CC3CC3)CC3CCCO3)o2)c1 (stereo not given)	3%	5%	-7%
CCN(C[C@H]1N[C@@](CC)(C(=O)OC)[C@H]2C(=O)N(Cc3ccccc3)C(=O)[C@@H]12)C(=O)NC(C)C	.	-2%	-17%
O=C1C2CCCN2C(c2ccccc2)N1c1nccs1 (stereo not given)	-19%	2%	-15%
O=C(CNC(=O)c1ccco1)NCC(=O)OC(C(=O)c1ccccc1)c1ccc(Cl)cc1 (stereo not given)	0%	0%	-1%
O=C(COc1ccc2c(c1)OCO2)NC12CC3CC(CC(C3)C1)C2	?	8%	-6%
CCCS(=O)(=O)Nc1c(OC)ccc2c1c(C(=O)OCC)c(C)n2C	2%	5%	5%
CN(C)/N=C1\CCS(=O)(=O)c2sccc21	-10%	3%	7%
CC(c1ccc(Br)cc1)N1CC23C=CC(O2)C(C(=O)O)C3C1=O (stereo not given)	6%	6%	-5%
CCc1ccc(OCC(=O)NC(=S)Nc2cccc(CO)c2)c(Br)c1	12%	5%	0%
CC(NC(=O)C(Cc1ccccc1)NC(=O)c1ccccc1)C(=O)O (stereo not given)	5%	-1%	-9%
O=C(Nc1ccccc1N1CCCCC1)C1CCN(C(=O)c2ccc(Cl)cc2)CC1	2%	2%	-4%
CCc1[nH]nc2c1C(c1cccc(OC(=O)N3CCOCC3)c1)C(C#N)=C(N)O2 (stereo not given)	3%	5%	2%

Some of the entries so far, with values under each structure:
Each structure is followed by: N370S GC, TDP1 inh, FEN1 inh
- CCCS(=O)(=O)Nc1c(OC)ccc2c1c(C(=O)OCC)c(C)n2C
    2%, 5%, 5%
- CN(C)/N=C1\CCS(=O)(=O)c2sccc21
    -10%, 3%, 7%
- CC(c1ccc(Br)cc1)N1CC23C=CC(O2)C(C(=O)O)C3C1=O (stereo not given)
    6%, 6%, -5%
- CCc1ccc(OCC(=O)NC(=S)Nc2cccc(CO)c2)c(Br)c1
    12%, 5%, 0%
- CC(NC(=O)C(Cc1ccccc1)NC(=O)c1ccccc1)C(=O)O (stereo not given)
    5%, -1%, -9%

(list continues)
SMILES	N370S GC	TDP1 inh	FEN1 inh
O=C1CCC/C(=N\NC(=O)c2ccc(COc3cccc4cccnc34)cc2)C1	-10%	5%	-5%
CCOC(=O)c1c(C)[nH]c(C(=O)CSc2nnc(C3CC3)n2N)c1C	-2%	5%	-14%
CCN(C(=O)COC(=O)c1cccc(-n2cnnn2)c1)C1CCCCC1	2%	6%	2%
NS(=O)(=O)c1ccc2nc(NC(=O)C3CCCO3)sc2c1 (stereo not given)	2%	4%	-3%
COC(=O)CSc1nc2ccc(NC(C)=O)cc2s1	-24%	2%	-6%
Cc1ccn2cc(CNS(=O)(=O)c3ccc4ccccc4c3)nc2c1	-15%	4%	0%
Cc1ccc(-n2cnn(-c3ccc([N+](=O)[O-])cc3[N+](=O)[O-])c2=O)cc1	4%	.	1%
CCOC(=O)C1CCN(C(=O)Cn2nc(CC)n3c(cc4sccc43)c2=O)CC1	.	-2%	17%
O=C(NC1CC2CCCC(C1)N2C(=O)NC1CCCCC1)c1ccc(F)cc1 (stereo not given)	-2%	6%	-1%
Cc1cc(NC(=O)Cn2nc(C(=O)O)c3ccccc3c2=O)ccc1Br	1%	0%[0.0935 µM]	-17%
Cc1oc(-c2ccc(Cl)cc2)nc1CN1CCCC(C(=O)NCc2cccnc2)C1 (stereo not given)	-3%	0%	2%
Cc1ccc(-c2nnc(SC(C)C#N)n2N)cc1 (stereo not given)	-11%	2%	14%
CC1(C)Cc2ccccc2-c2n[nH]c(=S)n21	19%	2%	-8%
O=C(CSc1nc(-c2cccs2)cc(C(F)(F)F)n1)Nc1cc(OCC(F)(F)F)cc([N+](=O)[O-])c1	14%	2%	-4%
O=C(CSC1=NS(=O)(=O)c2cc(F)ccc2N1)Nc1ccccc1F	-26%	-6%	-7%

Continued, overlapping the part above by five compounds.
SMILES	N370S GC	TDP1 inh	FEN1 inh
Cc1oc(-c2ccc(Cl)cc2)nc1CN1CCCC(C(=O)NCc2cccnc2)C1 (stereo not given)	-3%	0%	2%
Cc1ccc(-c2nnc(SC(C)C#N)n2N)cc1 (stereo not given)	-11%	2%	14%
CC1(C)Cc2ccccc2-c2n[nH]c(=S)n21	19%	2%	-8%
O=C(CSc1nc(-c2cccs2)cc(C(F)(F)F)n1)Nc1cc(OCC(F)(F)F)cc([N+](=O)[O-])c1	14%	2%	-4%
O=C(CSC1=NS(=O)(=O)c2cc(F)ccc2N1)Nc1ccccc1F	-26%	-6%	-7%
CCc1ccc(Oc2cc(C)nc(N)n2)cc1	-8%	1%	-6%
COc1ccc(-c2onc(C)c2C)cc1S(=O)(=O)NCC(C)c1ccccc1 (stereo not given)	.	-5%	-3%
CC(=O)c1ccc(N2C(=O)CC(N3CCN(S(=O)(=O)c4cc(C)ccc4C)CC3)C2=O)cc1 (stereo not given)	.	1%	2%
COCc1c(C(=O)OCC(=O)N2c3ccccc3NC(=O)C2(C)C)oc2ccccc12	3%	1%	-9%
Cc1ccc(C)c(C(=O)COC(=O)c2cccc(N3C(=O)c4c(C)nc5ccccc5c4C3=O)c2)c1	4%	11%	5%
Cc1ccc(/C=C2\SC(=S)N(CCCC(=O)NC3CCCC3)C2=O)cc1	-11%	2%	-4%
O=C(NNC(=O)c1cc2cc(Br)ccc2oc1=O)c1ccc(O)cc1O	10%	25µM*	-13%
COc1ccc(S(=O)(=O)N2CCC(C(=O)NCCC3=CCCCC3)CC2)cc1OC	-16%	4%	-6%
COc1cccc(N2CCN(C(=O)CCc3nnc4ccc(N5CCOCC5)nn34)CC2)c1	-1%	12%	-5%
O=C1CCCc2c1[nH]c1ccc(Cl)cc21	28%	-3%	1%
CCOC(=O)N1CCC(NC(=O)c2cc3c(-c4ccc(OC)c(OC)c4)nn(C)c3s2)CC1	2%	2%	?
C[C@H]1CN([C@@H](C)CO)C(=O)Cc2cc(NC(=O)Cc3ccccc3)ccc2O[C@H]1CN(C)S(=O)(=O)c1cccs1	.	-1%	-18%
CN1C(=O)COc2ccc(C(=O)c3oc4ccccc4c3-c3cnc4c(c3)COc3ccccc3-4)cc21	7%	-2%	.
COc1c2c(c(C(=O)/C=C/C(C)=C/c3ccccc3)c3c1OCO3)CCN(C)C2	8%	9%	.
CC(OC(=O)c1cc2sccc2n1C)C(=O)NCc1ccco1 (stereo not given)	5%	4%	-6%
CCN(CC)C(=O)/C=C/c1ccccc1	.	1%	-4%
CCOC(=O)c1c(C)[nH]c(C)c1S(=O)(=O)NC(C)Cc1ccco1 (stereo not given)	-1%	4%	-2%
N#Cc1ccc(S(=O)(=O)N2CCN(C(=O)C3CC(=O)N(c4ccc5c(c4)OCCO5)C3)CC2)cc1 (stereo not given)	.	0%[56.1 µM]	2%
CCc1nc(SCC(=O)Nc2ccccc2Cl)n[nH]1	-19%	.	-8%
C=CCn1c(C(C)NC(=O)c2ccccc2C)n[nH]c1=S (stereo not given)	2%	3%	1%
O=C(c1cccc([N+](=O)[O-])c1)N1CCN(C(=O)c2ccco2)CC1	4%	3%	7%
Cc1nn(CC(=O)N(C)C)c(=O)c2ccccc12	2%	1%	-11%
COc1ccc(/C=N/NC(=O)c2ccc(-n3cnnn3)cc2)cc1	-5%	-15%	1%
C/C(=N\OCC(=O)OC(C)C(=O)Nc1ccc(C(N)=O)cc1)c1ccc2c(c1)OCO2 (stereo not given)	-1%	0%	-1%
COc1ccc(CNC(=O)CCCn2nc(C)n3c(cc4sccc43)c2=O)cc1	1%	0%&1%	-15%&-2%

High-throughput results as filed in PubChem.
